Tn6 DDE FP: disrupts Tn6 cyclic peptide binding to fibrin D-Dimer-E complex. P02675. Fibrin DD(E) TRITC-Tn6 fluorescence polarization displacement. inhibition, % at 8.3 µM. actives 0.21% (n = 370,000). AID 720509;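 active = inhibition above a per-campaign cutoff: mean of compounds within control limits plus 3 SD, cut at about 15% in these data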;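 also: 0% = median of all compound wells on the plate and 100% = blocking peptide control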
KLK7 zymogen act: proKLK7 (human) activation, primary screen | AID 652039 | P49862 | actives 0.9% (n = 370,000) | activation, % at 7 µM | purified proKLK7, EDANS-DABCYL substrate fluorescence; 100% is mature enzyme control, 0% vehicle;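 active = activation above the mean of all tested compounds plus 3 SD, computed per campaign excluding outliers beyond control limits, cut at about 13% in these data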
ASAP1 inh: inhibitors of human ASAP1 ArfGAP activity | ASAP1-stimulated ARF1 GTP hydrolysis, GDP FP detection | actives 0.19% (n = 360,000) | inhibition, % at 16.5 µM; in the data active = inhibition above about 25%;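 also: 0% = vehicle with enzyme and substrate and 100% = no enzyme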
ADAM10 inh: inhibits human ADAM10; O14672; recombinant ADAM10, EDANS/DABCYL FRET peptide cleavage, 3 h; inhibition, % at 7 µM; actives 0.62% (n = 370,000); AID 720582;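 active = inhibition above a per-campaign cutoff equal to the mean of compounds falling between control-based bounds plus 3 SD, cut at about 20% in these data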;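 also: 0% = DMSO wells while the 100% control is not disclosed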
Target sequence (O14672 214-748 limits assumed): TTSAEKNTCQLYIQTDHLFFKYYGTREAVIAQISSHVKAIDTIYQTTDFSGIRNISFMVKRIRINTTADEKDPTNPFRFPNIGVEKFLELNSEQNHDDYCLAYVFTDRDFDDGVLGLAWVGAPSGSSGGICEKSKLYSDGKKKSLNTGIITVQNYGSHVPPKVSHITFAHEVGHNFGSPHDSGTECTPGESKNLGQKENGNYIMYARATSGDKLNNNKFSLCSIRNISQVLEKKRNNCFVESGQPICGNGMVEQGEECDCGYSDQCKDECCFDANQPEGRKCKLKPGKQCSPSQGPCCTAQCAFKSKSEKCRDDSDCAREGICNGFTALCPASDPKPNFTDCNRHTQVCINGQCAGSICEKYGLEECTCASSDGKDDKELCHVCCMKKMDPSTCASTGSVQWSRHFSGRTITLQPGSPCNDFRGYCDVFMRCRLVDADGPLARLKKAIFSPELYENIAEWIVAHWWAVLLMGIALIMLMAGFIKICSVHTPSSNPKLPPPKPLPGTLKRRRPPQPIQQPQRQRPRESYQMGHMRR
ADAM17 inh: ADAM17 inhibition, QFRET primary screen; actives 0.83% (n = 370,000); recombinant ADAM17, EDANS/DABCYL FRET peptide cleavage; P78536; AID 720648; inhibition, % at 6.95 µM;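 active = inhibition above the mean of compounds lying between control limits plus 3 SD, set per campaign, cut at about 8.5% in these data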;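 also: 0% = DMSO-only wells as the low control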
PLCg1 inh: blocks human PLC-gamma1 enzyme activity; actives 0.84% (n = 370,000); purified PLC-gamma1, fluorogenic substrate, fluorescence; inhibition, % at 12.2 µM; AID 720700; in the data active = inhibition above about 9.5%
Tn7 DDE FP: inhibitors of Tn7 peptide binding to human fibrin DD(E); inhibition, % at 8.3 µM; FP displacement of FITC-Tn7 peptide from fibrin DD(E); 0% = median of compound wells per plate; actives 0.13% (n = 370,000); P02675;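 active = inhibition above the mean of compounds falling within the control limits plus 3 SD of them, cut at about 14% in these data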;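 also: 0% = plate median of compound wells and 100% = 10 µM Aha-Tn7 peptide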
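Test system – human fibrin DD(E) · Times – 10 min preincubation, 3 h with tracer, room temperature · Detection – fluorescence polarization of the labelled Tn7 tracer · Measure – percent inhibition normalized to high-control wells · Benchmarks – high control wells with 10 µM unlabelled Aha-Tn7 peptide (full inhibition) · Repeats – singlicate testing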
LEDGF integ inh: blocks HIV-1 LEDGF/p75-dependent DNA integration. TR-FRET IN-LEDGF/p75 DNA integration, Eu/Cy5. inhibition, % at 3.7 µM. actives 0.64% (n = 370,000);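 active = inhibition above the screen-wide mean plus 3 SD, cut at about 13% in these data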;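 also: signal is the Cy5 over europium emission ratio at 671 and 618 nm; 0% = plate median of compound wells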
TDP2 absorb: blocks human TDP2 phosphodiesterase activity; recombinant TDP2, T5PNP hydrolysis, p-nitrophenol absorbance 415 nm; inhibition, % at 12.8 µM; actives 0.34% (n = 370,000); AID 720702;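 active = inhibition above the mean of all tested compounds plus 3 SD, set per campaign, cut at about 25% in these data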;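 also: 0% = DMSO with enzyme and 100% = buffer with substrate but no TDP2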
Target sequence (O95551 whole entry, looked up): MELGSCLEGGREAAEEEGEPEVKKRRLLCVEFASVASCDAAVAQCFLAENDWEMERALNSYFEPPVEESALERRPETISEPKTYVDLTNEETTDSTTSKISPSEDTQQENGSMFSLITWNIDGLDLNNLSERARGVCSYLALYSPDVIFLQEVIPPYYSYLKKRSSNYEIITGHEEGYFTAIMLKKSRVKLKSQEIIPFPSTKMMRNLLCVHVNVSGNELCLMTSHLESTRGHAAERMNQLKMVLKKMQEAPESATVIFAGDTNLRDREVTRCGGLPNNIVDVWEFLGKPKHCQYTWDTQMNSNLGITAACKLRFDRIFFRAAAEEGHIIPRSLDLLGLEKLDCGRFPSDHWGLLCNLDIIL
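System – recombinant human TDP2 · Quantity – TDP2 enzyme at 120 nM final · Doses – single concentration, 12.8 µM nominal, with 1% DMSO · Incubation – 2 h at 37 °C · Measured by – epi absorbance of p-nitrophenol freed from T5PNP by hydrolysis · Read-out – % inhibition relative to enzyme-containing and enzyme-free wells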
ARFGAP1 inh: inhibitors of rat ARFGAP1 | inhibition, % at 16.5 µM | AID 651572 | actives 0.26% (n = 360,000) | Arfgap1-stimulated ARF1 GTP hydrolysis, GDP FP detection | Q62848;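 active = inhibition above a per-plate limit, mean inhibition of low control wells plus 3 SD, cut at about 25% in these data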;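 also: 0% = DMSO wells with enzyme and 100% = wells lacking Arfgap1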
Target sequence (Q62848 1-136 limits assumed): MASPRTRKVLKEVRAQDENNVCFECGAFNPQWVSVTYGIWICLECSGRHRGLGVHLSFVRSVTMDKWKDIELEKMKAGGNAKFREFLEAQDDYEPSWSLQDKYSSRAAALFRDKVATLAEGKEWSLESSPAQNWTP
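Material: rat Arfgap1 GAP domain (His6, aa 1-136), purified enzyme. Also added: human ARF1(Δ1-17)-GTP substrate. Compound dosing: 16.5 µM single point, 1.26% DMSO. Timing: enzyme reaction 120 min at 25 °C after 20 min preincubation. Signal: GDP detection by fluorescence polarization. Read-out basis: percent inhibition of GAP-stimulated GDP formation, scaled between DMSO and no-Arfgap1 medians.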
* = called active by the depositor; nt = no result given.

SMILES	Tn6 DDE FP	KLK7 zymogen act	ASAP1 inh	ADAM10 inh	ADAM17 inh	PLCg1 inh	Tn7 DDE FP	LEDGF integ inh	TDP2 absorb	ARFGAP1 inh
Cc1ccc(C)c(Cn2ncc3ccccc32)c1	-3	0.7	16	-1	-1	3	3	-1	-1	7
CCc1ccc(C2NC(=S)NC3=C2C(=O)CCC3)cc1 (centres undefined)	0	0.1	13	-3	2	3	-4	2	-4	-7
Oc1c(CN2CCN(c3ccc(F)cc3)CC2)cc(Cl)c2cccnc12	-4	-0.1	-14	9	8	-5	2	1	-6	1
CCOc1ccccc1N/C=C(\C#N)c1nc2ccccc2n1C	-2	0.0	2	2	3	9.6*	-9	8	-8	5
CCc1ccccc1NC(=O)CCN1C(=O)c2ccccc2C1=O	3	0.0	-5	-1	2	2	0	-2	9	-1
O=C(Nc1ccc(O)cc1)c1cc2n(n1)C(C(F)(F)F)CC(c1ccco1)N2 (centres undefined)	-8	0.3	-6	7	2	4	4	-4	4	15
C=CCNC(=O)C1CC2c3ccccc3C1c1ccccc12 (centres undefined)	4	0.0	-1	3	2	3	3	-1	10	11
O=C(c1cnc2n(c1=O)CCS2)N1CCN(c2ccccc2F)CC1	0	-0.3	4	-3	3	3	-4	1	4	-1
Cc1ccc(S(=O)(=O)Nc2c(NC3CCCCC3)c3ccccc3oc2=O)cc1C	1	-0.1	9	-2	-3	-6	0	-2	2	6
C/C(=N\NC(=O)CSc1nc2ccccc2o1)c1ccc(O)cc1	-5	0.0	2	-2	-1	-3	-4	4	6	-3
CCc1cc2cc3c(cc2nc1SCC(=O)Nc1nccs1)OCO3	-6	0.6	12	6	0	-3	5	-3	-3	-4
CCOc1ccccc1C(=O)NCC(=O)OCc1c(C)noc1C	-10	0.0	4	-4	-2	0	-5	2	13	2
C=CCn1c(COc2ccc(F)cc2)nnc1SCC(=O)N1CC(=O)Nc2ccccc21	8	0.7	10	-4	-3	1	1	4	1	-6
C=CCNC(=S)Nc1sc2c(c1C#N)CCCC2	2	1.5	-12	-31	-13	-4	8	2	4	2
CN(CCc1ccccc1)C(C(=O)Nc1ccc2c(c1)OCCO2)C1CC1 (centres undefined)	-1	0.2	6	-13	-1	-2	4	-6	-7	11
COc1ccc(S(=O)(=O)N2CCC(C(=O)NCc3ccncc3)CC2)cc1	-1	-0.1	5	-2	0	1	-5	0	26*	-4
Cc1c(NC(=O)CSc2nnc(-c3cccnc3)n2N)c(=O)n(-c2ccccc2)n1C	0	0.1	-3	-13	-2	2	-3	4	-2	8
O=S(=O)(O)c1ccc(NN=Cc2ccccc2O)cc1	-3	-0.7	1	-6	-2	-9	-4	6	0	1
CC1CCCC(NC(=O)COC(=O)C2=COCCO2)C1C (centres undefined)	-1	0.2	4	3	-1	2	0	4	8	8
CN1CCN(S(=O)(=O)c2ccc(NC(=S)NC(=O)C3CCCCC3)cc2)CC1	-2	-0.8	-2	12	0	2	0	3	3	2
Cc1ccc(CCN2CC(C(=O)NCCN(C)C)CC2=O)cc1 (centres undefined)	4	0.2	-6	4	2	0	-6	0	1	3
Cc1cc2c(s1)c1cnn(Cc3ccc(F)cc3F)c(=O)c1n2C	-5	nt	nt	-2	-4	2	12	-1	4	nt
Nc1ncc(Br)cc1S(=O)(=O)NCCc1ccccc1	-1	0.1	4	-9	-6	-2	-1	0	12	9
CSc1nsc(SCC(=O)NCc2ccccc2)n1	6	-0.1	-8	2	2	-2	-6	-2	19	12
CCc1[nH]nc(C(=O)N2CCCC(CO)(Cc3ccc(F)cc3F)C2)c1C (centres undefined)	-8	0.7	0	-1	2	3	-7	1	-17	2
CCC1CCCCN1C(=O)CSc1nc(C)cc(C)n1 (centres undefined)	-1	-0.2	2	-5	-1	-2	1	0	-7	2
CCCc1ccc(S(=O)(=O)N2CCN(C(=O)c3cc(C)on3)CC2)cc1	-4	0.7	-1	1	-1	-1	-2	-1	-2	1
C/C(=N\N1CCN(Cc2ccc(Cl)cc2)CC1)c1ccc([N+](=O)[O-])cc1	5	0.5	3	-3	-1	0	15*	1	5	2
N#Cc1ccc(NC(=O)CCc2ccc(S(=O)(=O)N3CCOCC3)cc2)cc1	3	0.3	15	-6	-1	3	-1	-1	-3	8
Cn1nnnc1SCC(=O)N1CCN(C(=O)c2ccco2)CC1	-2	-0.1	2	3	0	-1	7	-1	-8	2
Cc1cccc(C)c1OCC(=O)Nc1cccc(C(=O)O)c1	-2	0.2	-3	-2	-4	2	5	-10	3	3
COCC(=O)NCc1nc2ccccc2[nH]1	5	0.1	-6	-6	-6	-5	2	3	4	-3
Cc1ccccc1N1CCN(C(=O)c2cc(C3CC3)nn2-c2ccccc2)CC1	0	0.1	-3	4	3	-2	3	4	-3	-2
CS(=O)(=O)c1ccc2nc(NC(=O)Cc3ccccc3)sc2c1	8	-0.8	0	5	2	6	6	6	-4	-11
O=S(=O)(Nc1nc(-c2ccccc2)cs1)c1cccc(C(F)(F)F)c1	8	0.1	6	15	1	-5	3	1	0	14
CCCc1nc(-c2ccc(-c3ccc(F)cc3)cc2)no1	-3	-0.1	6	-2	-3	2	-6	-3	-5	5
Cc1ccccc1/C=N/NC(=O)c1sccc1C	2	-0.3	-16	-7	-5	-5	3	-4	0	-4
Cc1cc(NS(=O)(=O)N(C)C)ccc1C(C)C	2	-0.1	10	5	-1	1	12	-2	10	3
CCSc1ccc(-c2cc(NC=O)c3ncc(-c4cccc(C(=O)N(C)C)c4)n3c2)cc1	-11	0.7	19	-39	-15	-79	-3	0	2	4
COc1cc(NCCCn2cnc(C(=O)Nc3ccc(C)c(C)c3)n2)cc(OC)c1OC	-6	0.6	-5	-3	-2	-6	-6	2	-4	1
Cc1nn(C2CCS(=O)(=O)C2)c(Cl)c1/C=C/C(=O)OCC(N)=O (centres undefined)	7	-0.4	-4	-4	-4	0	7	-2	1	3
CCOC(=O)C1=CCC(c2ccccc2)N(S(=O)(=O)c2ccccc2[N+](=O)[O-])C1 (centres undefined)	5	-0.6	5	1	6	-3	0	-2	1	-6
NS(=O)(=O)c1ccc(CCNC(=O)c2ccc3c(=O)n4c(nc3c2)CCCCC4)cc1	5	-0.2	-1	-15	-13	0	6	-1	5	5
Cc1ccc(S(=O)(=O)NNC(=O)c2ccc(F)cc2)cc1	2	-0.1	-2	1	-1	-2	8	0	11	4
CCOc1ncccc1C(=O)OCC(=O)c1ccc(C)c(C)c1	-3	0.2	6	3	1	2	-4	2	-2	-7
O=C(NCc1cc(Cl)cc(Cl)c1)c1csc([C@@H]2C[C@H](O)[C@@H](CO)O2)n1	2	-0.4	-10	-10	4	-2	0	-4	-6	-6
O=c1cc(COc2ccccc2[N+](=O)[O-])nc2sccn12	-2	0.5	-1	2	-4	-2	-5	0	2	6
O=C(NCc1ccco1)c1cc(-c2ccccc2)c(N2CCOCC2)s1	-3	-0.2	3	1	0	-8	-6	-1	1	-5
NC(=O)C1CCN(CC(=O)Nc2nc(-c3ccccc3)cs2)CC1	-8	0.6	-11	1	-2	3	-5	-2	-3	10
Cc1ccc(-c2noc(CNC(=O)COc3ccccc3C)n2)cc1	-3	-0.2	-2	0	-1	-3	4	-4	-9	-8

Some of these compounds in order of their number in ARFGAP1 inh, low to high.
Structure,Tn6 DDE FP,KLK7 zymogen act,ASAP1 inh,ADAM10 inh,ADAM17 inh,PLCg1 inh,LEDGF integ inh,TDP2 absorb,ARFGAP1 inh
O=C(NCc1cc(Cl)cc(Cl)c1)c1csc([C@@H]2C[C@H](O)[C@@H](CO)O2)n1,2,-0.4,-10,-10,4,-2,-4,-6,-6
O=C(NCc1ccco1)c1cc(-c2ccccc2)c(N2CCOCC2)s1,-3,-0.2,3,1,0,-8,-1,1,-5
NS(=O)(=O)c1ccc(CCNC(=O)c2ccc3c(=O)n4c(nc3c2)CCCCC4)cc1,5,-0.2,-1,-15,-13,0,-1,5,5

Remaining list, next part
SMILES	Tn6 DDE FP	KLK7 zymogen act	ASAP1 inh	ADAM10 inh	ADAM17 inh	PLCg1 inh	Tn7 DDE FP	LEDGF integ inh	TDP2 absorb	ARFGAP1 inh
Cc1ccc(C)c2[nH]c(=O)c(CN(CCN3CCCC3)C(=O)Nc3ccc(F)cc3)cc12	-4	-0.3	-6	-13	-7	-10	6	-2	0	7
COc1cccc(NC(=O)C(NCC(C)(C)CN(C)C)c2ccccc2)c1 (centres undefined)	-10	0.1	-6	4	1	3	4	0	-11	-1
CCCN=C(C)C1=C(O)c2ccccc2C1=O	0	0.5	1	6	-1	-11	1	0	2	3
O=C(CSc1n[nH]c(-c2cccs2)n1)NCc1cccs1	6	0.3	-5	2	1	6	2	0	-27	6
Cc1oc(C(C)(C)C)c(CN2CCOCC2)c1C(=O)O	7	-0.8	-7	-4	-2	4	-2	-4	-6	-6
COc1cccc(CN2CC(C(=O)NCCc3ccc(C)o3)CCC2=O)c1 (centres undefined)	2	0.1	-1	-9	-3	-1	-2	3	8	7
Cc1ccccc1N1C(=S)NC2c3ccccc3OC1(C)C2C(=O)N(C)C (centres undefined)	1	-0.2	10	-7	-5	-2	5	2	-1	1
O=C(COc1ccc2ccc(=O)oc2c1)N1CC[C@@]2(O)CCCC[C@H]2C1	0	0.7	2	-162	-37	-7	3	2	5	1
COC(=O)[C@]12C[C@H](CC(=O)NCCc3ccccc3OC)C(=O)N(Cc3ccccc3)C1=C[C@H](C(C)(C)C)O[C@@H]2C	-8	0.4	-1	12	5	-2	2	-3	2	-12
COc1ccc(C(=O)Nc2ccc(SC(F)F)cc2)cc1	-2	0.0	-3	-1	-3	2	-9	2	1	8
O=C(N/N=C/c1c(O)ccc2ccccc12)c1[nH]ncc1Br	6	-3.8	-10	6	3	-31	-4	-4	-17	16
C/C(=N/NC(=O)c1ccc(Br)s1)c1ccncc1	-2	-2.0	0	-11	-4	-9	-4	3	-6	7
COc1ccc(N(CC(O)Cn2nnc3ccccc32)S(=O)(=O)c2ccc(C)cc2)cc1 (centres undefined)	-2	-0.7	-1	3	-6	-2	1	-1	0	-4
Cc1c(NC(=O)c2ccccc2)c(=O)n(-c2ccccc2)n1C	-4	-0.1	-3	-2	-1	0	-9	0	-2	7
Cc1ccccc1N1C(=O)c2ccccc2C1Nc1cccnc1 (centres undefined)	-1	0.0	-4	0	1	6	0	-1	-16	8

Printed as active in PLCg1 inh, of those listed so far:
Compound,Tn6 DDE FP,KLK7 zymogen act,ASAP1 inh,ADAM10 inh,ADAM17 inh,PLCg1 inh,LEDGF integ inh,TDP2 absorb,ARFGAP1 inh
CCOc1ccccc1N/C=C(\C#N)c1nc2ccccc2n1C,-2,0.0,2,2,3,9.6*,8,-8,5

From PubChem
